a7 integrin act – integrin-mediated muscular dystrophy alleviation activation. alpha7betagal myoblasts, beta-gal FDG fluorescence, 48 h. Potency, µM (top dose mostly 38.3 µM), inactives show at the highest dose activation, actives largely listed as activators. 350,000 tested, 0.064% active;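 also: potency is read from the fitted curve at half-maximal effect; 100% = response of the positive control SU9516; nearly all actives have a fitted effect of over 60% in size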
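Alpha7betagal+/- myoblasts (passage 13) were plated 16-24 hr, then exposed to compounds (1:260 dilution of DMSO stock) for 48 hours at 37C. After MPER lysis, β-galactosidase reporter activity was read as FDG fluorescence (ex 480/em 540) after 30 minutes.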
S-ASM inh – human S-ASM enzyme inhibition; P17405; placental ASM, HMU-PC fluorogenic substrate, 60 min; Potency, µM (top dose mostly 57.5 µM), for inactives: at the top dose activity change, negative = inhibition, hits mostly inhibitors; 340,000 tested, 0.006% active; also: potency is read from the fitted curve at half-maximal effect
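Human placenta-derived ASM preincubated with compound 10 min at room temperature, then reacted with 9 uM (final) fluorogenic HMU-PC substrate for 60 min at 37 C. Stop solution raises pH to 10; fluorescence read at Ex 386/Em 447 nm.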
FBPA coupling cs – inhibits coupling enzyme system, counter-screen for aldolase hits | coupling enzyme system counterscreen, AmpLite Red fluorescence | activity change, negative = inhibition, % at 58.2 µM, hits read low | 290,000 tested, 0.67% active | AID 2472; in the data active = activity change below about -30%; also: % is scaled to controls: 0 for no effect and ±100 for the full control effect
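Fluorescence at 525 nm excitation and 598 nm emission measured inhibition of the coupled detection system without aldolase. Compounds (at 57.5 uM final) were preincubated 10 min at room temperature with coupling enzyme reagent before a 20 min substrate/AmpLite Red step.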
MBNL1 CUG block – inhibitors of human MBNL1 binding to CUG repeat RNA | TR-FRET MBNL1-His/biotin-(CUG)12 binding, 665/545 ratio | Potency, µM (top dose mostly 57.5 µM), for the others: at the top dose activity change, negative = inhibition, actives largely listed as inhibitors | 280,000 tested, 0.036% active; active = well fitted inhibition curve with a large enough effect in the signal ratio, with a control signal flat, not every such curve was filed as active; inconclusive = small, poorly fitted or top-dose-only effect, or effect the other way, or a change in a side signal; inactive = no such curve, though single readings can be large or run the other way; the % refers to the signal ratio; also: potency is read from the fitted curve at half-maximal effect; % is scaled to controls: 0 for no effect and ±100 for the full control effect
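TR-FRET between His-tagged MBNL1 and biotin-(CUG)12 RNA, detected with Tb anti-His antibody (0.055 ng/ul) and streptavidin-XL665 (5 nM), 60 min at room temperature. Compounds titrated 92 nM to 58 uM; 665/545 nm ratio normalized to buffer and complex controls.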
GALK inhibitor – inhibitors of human galactokinase; P51570; Purified GALK, Kinase-Glo residual ATP luminescence; Potency, µM (top dose mostly 57.5 µM), for the others: top-dose activity change, negative = inhibition, usual class: inhibitors; 270,000 tested, 0.007% active; AID 1868; also: potency is read from the fitted curve at half-maximal effect; % is scaled to controls: 0 for no effect and ±100 for the full control effect
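5 nM enzyme, 35 uM ATP, 100 uM galactose, 20 mM HEPES pH8.0, 5 mM MgCl2; 1 h RT; residual ATP by Kinase-Glo Plus luminescence, qHTS format.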
MLL CXXC-DNA inh – blocks binding of human MLL CXXC domain to DNA; AID 2662; MLL-CXXC / FITC-HOXA9 DNA fluorescence polarization; Q03164; Potency, µM (top dose mostly 115 µM), for inactives: top-dose activity change, negative = inhibition, actives largely listed as inhibitors; 290,000 tested, 0.037% active; active = well fitted inhibition curve with a large enough effect in the polarisation, with a control signal flat, not every such curve was filed as active; inconclusive = small, poorly fitted or top-dose-only effect, or effect the other way, or a change in a side signal; inactive = no such curve, though single readings can be large or run the other way; the % refers to the polarisation; also: potency is read from the fitted curve at half-maximal effect
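Purified MLL-CXXC (added from a 7 uM solution) was preincubated 5 min at ambient with pinned compounds in 50 mM Tris-HCl pH 7.5, 50 mM NaCl, 1 mM DTT, 0.05% BSA. Fluorescein-labeled HOX-A9 DNA (50 nM solution) followed, 30 min, then polarization read.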
KCNH2 WT inh – inhibitors of human wildtype KCNH2 potassium channel | U2OS, BacMam KCNH2, thallium flux FluxOr; hits give low values | activity change, % at 1.84 µM | 340,000 tested, 0.37% active;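 active = maximum activity change below -70%; inconclusive = maximum activity change between -70% and -50%; inactive = maximum activity change above -50%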; also: % is scaled to controls: 0 for no effect and ±100 for the full control effect
Target sequence (Q12809 whole entry, looked up): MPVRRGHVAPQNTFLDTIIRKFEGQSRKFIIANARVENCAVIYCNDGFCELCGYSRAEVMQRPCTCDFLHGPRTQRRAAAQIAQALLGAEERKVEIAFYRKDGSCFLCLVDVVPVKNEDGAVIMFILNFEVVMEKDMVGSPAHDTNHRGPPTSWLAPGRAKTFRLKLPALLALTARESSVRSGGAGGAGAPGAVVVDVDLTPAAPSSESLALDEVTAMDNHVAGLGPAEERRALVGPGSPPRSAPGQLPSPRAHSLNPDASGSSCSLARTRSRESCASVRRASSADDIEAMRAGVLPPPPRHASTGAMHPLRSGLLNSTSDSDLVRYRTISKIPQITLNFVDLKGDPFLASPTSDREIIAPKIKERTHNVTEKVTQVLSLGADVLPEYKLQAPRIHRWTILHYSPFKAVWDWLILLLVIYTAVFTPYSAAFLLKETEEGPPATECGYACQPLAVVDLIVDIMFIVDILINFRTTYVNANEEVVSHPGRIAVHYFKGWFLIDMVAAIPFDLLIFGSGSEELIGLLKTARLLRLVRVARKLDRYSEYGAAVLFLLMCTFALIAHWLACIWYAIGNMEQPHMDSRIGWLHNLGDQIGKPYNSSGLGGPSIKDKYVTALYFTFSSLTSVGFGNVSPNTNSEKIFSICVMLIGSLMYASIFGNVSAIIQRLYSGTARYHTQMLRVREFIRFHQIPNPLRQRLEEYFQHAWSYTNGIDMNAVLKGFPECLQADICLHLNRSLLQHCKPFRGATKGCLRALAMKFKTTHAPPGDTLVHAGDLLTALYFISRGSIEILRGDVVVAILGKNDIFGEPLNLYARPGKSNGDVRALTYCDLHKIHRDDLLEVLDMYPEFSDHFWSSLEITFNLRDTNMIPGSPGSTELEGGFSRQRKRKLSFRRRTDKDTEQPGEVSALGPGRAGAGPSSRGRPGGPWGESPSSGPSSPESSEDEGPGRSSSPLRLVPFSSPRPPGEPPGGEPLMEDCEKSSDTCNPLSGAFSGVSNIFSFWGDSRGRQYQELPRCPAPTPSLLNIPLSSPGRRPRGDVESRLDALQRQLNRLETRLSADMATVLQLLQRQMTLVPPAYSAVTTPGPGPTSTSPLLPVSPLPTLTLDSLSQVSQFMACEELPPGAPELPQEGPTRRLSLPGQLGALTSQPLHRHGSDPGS
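U2OS cells were transduced with wild-type KCNH2 virus (2.03 x 10^8 / mL) for 4 h at room temperature, then cultured overnight at 37 C. Thallium flux was read with FluxOr dye. Rate constants were normalized to DMSO controls.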
TRPV1 ag – agonists of human vanilloid receptor 1 (TRPV1). Q8NER1. TRPV1-expressing cells, Fluo-8 calcium influx, agonist mode. activation, % at 8.33 µM. 320,000 tested, 0.19% active. AID 540275; in the data active = activation above about 80%; inconclusive = between about 30% and that limit; also: 0% is about no effect
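Fluo-8 calcium influx in TRPV1-expressing cells, kinetic read (ex 480/em 520 nm). Compound added and read 3 min for agonist activity, followed by capsaicin at EC20 final and 2 min further read for enhancement.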
KCNH2 3.1 inh – blocks the human KCNH2 3.1 channel isoform; U2OS KCNH2 3.1, thallium flux FluxOr; hits give low values; activity change, % (tested at about 1.8 µM); 340,000 tested, 0.95% active;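 active = maximum activity change below -70%; inconclusive = maximum activity change from -70% to -50%; inactive = maximum activity change above -50%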;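 also: thallium influx rate constant from kinetic fluorescence after stimulation buffer; % is scaled to controls: 0 for no effect and ±100 for the full control effect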
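Steps: virus added to U2OS suspension (4 h, RT, dark); medium with 10% FBS added, cells plated, 37 C overnight; FluxOr/Red40 loading buffer 45 min RT; stimulation buffer, 2 min kinetic read; rate constant normalized.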
AT treatment – potential ataxia-telangiectasia treatments restoring KAP-1 phosphorylation; […] A-T fibroblasts, KAP-1 phosphorylation AlphaLISA; neocarzinostatin DNA damage 30 min before lysis; Potency, µM (series often up to 57.5 µM), inactives show at the top dose activation, usual class: activators; 320,000 tested, 0.19% active; AID 485349; also: potency is read from the fitted curve at half-maximal effect; % of control where 0% means no effect; nearly all actives have a fitted effect of over 45% in size
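hTERT-immortalized A-T patient fibroblasts ([…]), 500 cells/well in OPTI-MEM, 1% FBS, got compounds for 60 min, then NCS for 30 min at 37C. Lysates were then assayed for phospho-KAP-1 by AlphaLISA (anti-pKAP1 donor, anti-KAP1 acceptor beads), 6 hr at 25C.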
* marks the source's active call; other numbers are inactive results; u = inconclusive; x = no result given; & = joins results of further samples; [ ] = remark or other dose. Unless noted, calls follow the shape of the dose curve; as a rule, active = well fitted curve in the direction sought with a large enough effect; inconclusive = small, poorly fitted or top-dose-only effect, or another doubt; inactive = no such curve, though single readings can be large; an effect the other way counts as inactive or inconclusive.

Values run as follows: a7 integrin act | S-ASM inh | FBPA coupling cs | MBNL1 CUG block | GALK inhibitor | MLL CXXC-DNA inh | KCNH2 WT inh | TRPV1 ag | KCNH2 3.1 inh | AT treatment
1) Cc1ccc(S(=O)(=O)N2CCN(C(=O)c3cc(=O)c4ccccc4o3)CC2)cc1
→ -9% | -1% | -1 | -14% | 3% | 21% | 6 | -3 | -3 | 3%
2) O=C(COc1ccccc1)Nc1nnc(-c2ccc(Cl)cc2)o1
→ 25% | -3% | x | 11% | -4% | 21% | 7 | 2 | -4 | 3%
3) COC(=O)/C=C/c1ccccc1S(=O)(=O)N(Cc1ccccc1)Cc1ccco1
→ -29% | -5% | 0&-1 | 4% | 1% | -1% | -3 | 11 | -5 | -14%
4) Cc1cccc([C@@H]2[C@@H]3C(=O)N(Cc4ccccc4)C(=O)[C@@H]3[C@]3(CC(C)C)C(=O)N(c4cccc(F)c4)C(=O)N23)c1
→ 2% | 4% | x | x | x | x | 1 | 10 | 5 | 8%
5) CCOC(=O)N/N=C/c1ccc(C)o1
→ -18% | 4% | 3 | 7% | -1% | 12% | -2 | -3 | 14 | 2%
6) COc1ccc(S(=O)(=O)N2CCCCCC2)cc1NC(=O)CCCOc1ccccc1
→ -39% | -1% | x | x | x | x | 2 | 11 | -2 | 7%
7) O=c1cc(CO)oc(CN2CCN(c3cccc(C(F)(F)F)c3)CC2)c1O
→ -30% | 1% | 1 | 5% | -1% | 11% | 2 | 0 | 5 | -1%
8) Cc1nc2oc3c(NCc4ccccn4)ncnc3c2c2c1COC(C)(C)C2
→ -3% | 2% | -2 | -4% | 1% | 14% | -4 | 2 | -1 | 9%
9) CCCCCc1ccc(C2=NNC(=O)CC2)cc1
→ 10% | -28% | 0 | -2% | 0% | 0% | 3 | 2 | -35 | -1%
10) CN(CC(=O)O)c1ccc(C(F)(F)F)cc1[N+](=O)[O-]
→ 6% | 0% | 13 | 9% | -1% | -4% | -7 | -4 | 22 | 1%
11) COc1cc(S(=O)(=O)NCc2cccnc2)c(OC)cc1Br
→ 16% | -2% | 2 | -3% | 0% | 5% | 2 | 2 | 14 | 2%
12) C/C=C/C(=O)N1c2ccccc2C(C)=CC1(C)C
→ 4% | -1% | -3 | x | 1% | -4% | 5 | 13 | 6 | 5%
13) CN1CCN(S(=O)(=O)c2cccc(C(=O)Oc3ccc(Br)cc3F)c2)CC1
→ 30% | -3% | x | -8% | 6% | 2% | 2 | 3 | -6 | 22%
14) CCOP(=O)(OCC)C(Nc1ccc(C)cc1)c1ccco1 (stereo not drawn)
→ -22% | 0% | 1 | -4% | 0% | 4% | -12 | 5 | -2 | -1%
15) CO/N=C(/c1nonc1N)N1CCN(c2ccc([N+](=O)[O-])cc2)CC1
→ -7% | -18% | 3 | 10% | -1% | 11% | 2 | 26 | -8 | 13%
16) COc1cc(/C=C2\CCn3c2nc2cc(C(=O)O)ccc2c3=O)ccc1OC(F)F
→ -6% | 29% | -7 | u | -2% | -13% | 0 | -3 | 4 | 5%
17) COc1ccccc1NC(=O)Cc1cccs1
→ 11% | 7% | 3 | 4% | 0% | -1% | -9 | 5 | -7 | 6%
18) CC(Sc1ccccc1)C(=O)NN=C1CCCCCCC1 (stereo not drawn)
→ -27% | 2% | 2 | -4% | -1% | -5% | 0 | 2 | -6 | -3%
19) COc1ccccc1CCNC(=O)CSc1nc(-c2ccco2)cc(C(F)(F)F)n1
→ -12% | 3% | 2 | 2% | 2% | -6% | -3 | x | 5 | 6%
20) Cc1cccc(C)c1NC(=O)CCCSc1nnnn1C
→ 16% | 7% | -1 | -1% | -1% | 7% | -16 | -2 | -1 | -3%
21) Cn1c(SCC(=O)Nc2ccc(F)cc2)nc2c(c1=O)SCC2
→ -6% | -2% | x | u | 0% | 32%[activator] | 0 | 8 | x | 20%
22) CCc1ccccc1NC(=O)COC(=O)C1C2CC3OC(=O)C1C3C2 (stereo not drawn)
→ 22% | 2% | 2 | 1% | -1% | -3% | 3 | 0 | 11 | 7%
23) CCC(/C=C1\Sc2ccc(OC)cc2N1CC)=C\c1sc2ccc(OC)cc2[n+]1CCCS(=O)(=O)[O-]
→ 0% | -15% | 0 | u | 14% | u | 4 | -4 | 19 | -2%
24) O=C1C2C3CCCC3=C3CCCC3C2C(=O)N1c1ccccc1 (stereo not drawn)
→ -16% | 0% | 0 | 14% | 2% | -2% | 6 | 2 | -1 | -2%
25) CCOC(=O)Cc1csc(NC(=S)NC(=O)c2ccccc2)n1
→ 13% | 3% | 3 | x | 0% | -2% | 3 | 14 | 1 | -16%
26) CC(C)c1ccc(N(C(=O)C(F)(F)F)C(C(=O)NC2CCCCC2)c2ccncc2)cc1 (stereo not drawn)
→ -8% | 3% | -1 | 0% | x | -1% | 5 | 7 | -11 | 2%
27) O=C(c1ccc([N+](=O)[O-])cc1)N1CCN(C(=O)C2CCCCC2)CC1
→ 10% | 3% | 4 | u | 5% | u | 0 | -3 | -71* | 5%
28) COc1cccc(NC(=O)COC(=O)c2ccccc2F)c1
→ 25% | 1% | 3 | -17% | 0% | 4% | 10 | 5 | 11 | 0%
29) COc1ccc(Cl)cc1NC(=O)CSc1sc2c(O)cc(=O)[nH]c2c1C#N
→ 22% | -15% | 0 | 32%[activator] | 0% | 1% | -2 | 3 | 1 | -1%
30) O=C(CSc1nnc(-c2ccccc2)n1-c1ccc(Cl)cc1)NC1CCS(=O)(=O)C1 (stereo not drawn)
→ -22% | 0% | 5 | u | 0% | 4% | 10 | u | 18 | 3%
31) CCN1CCN(Cc2ccc(NC(=O)c3ccc(C)c(NC(=O)c4nccnc4N)c3)cc2C(F)(F)F)CC1
→ -40% | 23% | -7 | u | -3% | 28% | 6 | -2 | -3 | u
32) O=C(NCCC(=O)N1CCc2ccccc21)c1ccco1
→ -13% | 0%[11.5 µM] | -4 | -4% | 0% | -5% | 4 | 2 | 2 | 7%
33) COc1ccc(C)cc1NS(=O)(=O)c1ccccc1
→ 24% | 3% | x | x | x | x | -6 | x | -19 | x
34) Cc1ccoc1C(=O)Nc1ccc2ccccc2c1
→ -10% | -4% | -1 | 5% | 0% | -1% | 17 | -5 | -4 | 9%
35) Cc1ccc(C2=N/C(=C\c3cccnc3)C(=O)O2)cc1
→ 32% | -1% | -13 | x | -3% | 8% | 1 | -3 | 6 | 0%
36) C[C@H](NC(N)=O)C(=O)Nc1ccc(N2CCOCC2)c(S(=O)(=O)Nc2ccc(Cl)cc2)c1
→ -14% | -3% | x | x | x | x | -2 | 1 | -12 | 4%
37) Cc1ccc(S(=O)(=O)N[C@@H](C)C(=O)OCC(=O)N2c3ccccc3NC(=O)C2(C)C)cc1
→ 8% | 1% | x | x | x | x | -6 | -2 | -14 | 2%
38) Fc1ccccc1NC(=S)Nn1cnnc1
→ 0% | 5% | x | -14% | -4% | 7% | -10 | -11 | 2 | -12%
39) COc1ccc(C(=O)NC2CCN(C(=O)NC3CCCCC3)CC2)cc1
→ 13% | 4% | 4 | -4% | -1% | -4% | -6 | -1 | 35 | -9%
40) Cc1nnc(-c2ccc(Cl)cc2)nc1NCCN(C)C
→ -25% | 1% | 0 | -6% | 1% | -2% | 6 | 2 | -17 | 7%
41) CN1CCN(S(=O)(=O)c2cccc(C#N)c2)C(c2ccccc2)C1 (stereo not drawn)
→ 8% | 0% | x | x | x | x | 6 | 0 | -1 | -4%
42) O=C(CCCCCn1c(=O)[nH]c2ccsc2c1=O)NCc1cccs1
→ -2% | 0% | 1 | 7% | -4% | -4% | 3 | 1 | 5 | 4%
43) CCCS(=O)(=O)N1CCC(C(=O)NCCCN(C)Cc2ccccc2)CC1
→ 0% | 4% | 0 | 0% | 1% | 5% | 9 | 2 | 12 | 1%
44) COc1ccc(CNC(=O)Oc2ccccc2)cc1Cl
→ -6% | 0% | 4 | 0% | 0% | 1% | -20 | u | 15 | 15%
45) CCCc1nnc2n1N=C(c1ccc([N+](=O)[O-])cc1)CS2
→ 0% | 1% | 4 | u | 1% | 3% | 6 | -4 | 11 | 12%
46) O=C(c1cccc(F)c1)N1CCc2ccccc21
→ -29% | 1% | 0 | -4% | 0% | -4% | 0 | -2 | -4 | -2%
47) COC(=O)C1CCN(S(=O)(=O)c2c(C)n(C)c(=O)n(C)c2=O)CC1
→ -15% | -1% | 3 | -4% | 0% | -2% | -7 | 4 | 3 | -7%
48) Nc1ncn([C@H]2C[C@H](O)[C@@H](CO)O2)c(=O)n1
→ x | -2% | x | x | x | x | 13 | 1 | 4 | -1%
49) O=C(NC1CCCC1)C(c1ccncc1)N(Cc1ccco1)C(=O)c1ccc(-c2ccccc2)[nH]1 (stereo not drawn)
→ -1% | -8% | 2 | 6% | -2% | 3% | 2 | 5 | -2 | 14%
